Cneo AK release: causes C. neoformans cell lysis | adenylate kinase release luminescence, 4 h; normalised: neutral wells 0, clomiphene wells 100 | lysis activity, % at 15 µM | 360,000 tested, 0.2% active | AID 651654;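 active = mean lysis activity across replicates of at least 80%, whatever share of replicates individually reach that level; inactive = mean lysis activity below 80%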
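Test system: log-phase Cryptococcus neoformans yeast cells; Quantity: yeast cell density of 5 × 10^6 cells/mL; Buffer or medium: YPD; Doses: single compound concentration per well; Timing: 4 h at 37 °C static, read 1 h later; Measured by: AK luminescence; Read-out basis: lysis from increased AK signal; Control set: Clomiphene as positive control.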
C2C12 statin: suppression of simvastatin myotoxicity; AID 602340; 330,000 tested, 0.78% active; rescue of ATP level, % at 7.49 µM; C2C12 myotubes + simvastatin, ATP luminescence, 48 h; scaled: DMSO 0, geranylgeraniol control 100;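 active = mean ATP rescue above about 67%, or every replicate alone reaching that limit, limit read from the data, passing the limit was not always enough; inconclusive = no clear call, values can overlap the other calls; inactive = mean under the limit and some replicate under it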;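 also: myotubes were challenged with 10 µM simvastatin during compound exposure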
FN deposition inh: fibronectin deposition inhibition | AH1F fibroblasts, Alexa488-fibronectin deposition fluorescence, overnight | inhibition, % at 12.6 µM | 350,000 tested, 0.086% active | AID 743247;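 active = mean inhibition across replicates of 30% or more, regardless of how many single replicates reach that level; inconclusive = mean under 30% yet at least half of replicates reach 30%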;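 also: positive control wells lacked labelled fibronectin entirely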
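test system = AH1F fibroblasts assembling fluorescent fibronectin matrix | quantity = 10000 AH1F cells per well | buffer or medium = DMEM plus 2% serum, read in PBS | doses = single dose, pinned | incubation = 1 h cell attachment, overnight exposure to compound and label | detection = fluorescence at 485 nm excitation, 525 nm emission | read-out basis = inhibition from reduced deposited-fibronectin fluorescence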
miR122 inh: inhibitors of miR-122 in Huh7 cells | Huh7 miR-122 Renilla luciferase sensor, 48 h; neutral wells = 0, positive control = 100 | activation (reporter increase), % at 12.5 µM | 340,000 tested, 0.3% active;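 active = mean replicate activation score at least 90 and every replicate individually at or above 90; inconclusive = only one of the two criteria met; inactive = neither criterion met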;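 also: higher luciferase means less miR-122 activity so hits act as miR-122 inhibitors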
PglD DTNB: inhibitors of Campylobacter jejuni PglD acetyltransferase. inhibition, % at 12.5 µM. purified PglD enzyme, DTNB colorimetric CoA detection. 360,000 tested, 0.098% active. AID 602405; in the data active = inhibition above about 16%, passing the limit was not always enough; inconclusive = no clear call, values can overlap the other calls; also: strong numbers were not always called active
PGC1a acetyl inh: PGC1a acetylation modulation, inhibitor mode; U2OS PGC1a acetylation, AlphaScreen anti-acetyl-lysine; with virally co-expressed GCN5 acetyltransferase; inhibition, % at 15.6 µM; 350,000 tested, 0.17% active; AID 651687;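 active = every replicate shows inhibition of at least 40%; inconclusive = mean inhibition at least 40% but some replicate below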;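 also: 0% = neutral control wells and 100% = positive control wells; some results beyond the cut were filed as inactive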
CFTR F508del cor: correctors of CFTR F508del function in bronchial epithelial cells | CFBE cells, YFP halide quenching; stimulated with forskolin plus potentiator P3; % fluorescence drop versus neutral controls | activity (quench increase), % at 7.58 µM | 350,000 tested, 0.36% active | AID 720511;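 active = mean added fluorescence quench of at least 8% versus neutral control, with both replicates also reaching 8%; inconclusive = only one of the mean or replicate conditions met; inactive = mean below 8% and not both replicates reaching 8%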;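 also: cells transiently co-express mutant CFTR-F508del with the halide-sensitive YFP; corrector assay measuring rescue of mutant channel to the surface after 24 h compound exposure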
INS-1E GSIS act: GLuc luminescence reporter in INS-1E cells, primary screen for activators of glucose-dependent secretion of insulin; INS-1E GLuc reporter insulin secretion, 2-3 h; activation, % at 16.6 µM; 370,000 tested, 0.61% active; AID 743287;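 active = lowest replicate activation of at least 40%, so every replicate reaches that level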;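 also: 0% = median of neutral control wells and 100% = median of IBMX positive control wells; some compounds called inactive have numbers as strong as hits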
Active calls of the source: *; ? = inconclusive; . = not tested or not shown; & = joins results of further samples; [ ] = remark or other dose.

1: COc1ccccc1CNS(=O)(=O)c1cc2c3c(c1)CCC(=O)N3CCC2
2: CCOC(=O)c1[nH]c(=O)[nH]c1COC(=O)c1cc2ccccc2o1
3: COc1ccc(C(CC(=O)Nc2ncccc2C)N2Cc3ccccc3C2=O)cc1 (stereo not drawn)
4: O=S(=O)(NCC1CCCO1)c1ccc(S(=O)(=O)N(Cc2ccccc2F)C2CCCCC2)cc1 (stereo not drawn)
5: CCCOc1ccc(/C=c2\sc3nc(-c4ccco4)nn3c2=O)cc1OCC
6: CCc1ccc(S(=O)(=O)Nc2cccc(-c3ccc4nnc(C)n4n3)c2)s1
7: COC(=O)[C@H](NC(=O)c1cc(-c2ccccc2)nc2ccccc12)c1ccccc1
8: Cc1nc2ncccn2c1-c1csc(NCc2ccco2)n1
9: CC(C)(C)c1ccc2c(c1)OC(C(=O)N/N=C\c1ccncc1)CO2 (stereo not drawn)
10: Cc1c(C)c2ccc(OCc3ccc(C(=O)O)o3)c(C)c2oc1=O

compound no.	1	2	3	4	5	6	7	8	9	10
Cneo AK release	.	-2	-1	-2	-2	3	0	-2	2	1
C2C12 statin	-5	6	-2	18	98*	-7	3	-1	7	-2
FN deposition inh	-2	.	-2	0	.	8	-7	.	-1	-1
miR122 inh	7	-3	23	13	-3	.	-1	0	1	-4
PglD DTNB	.	7	3	0	4	6	-6	-4	-2	-5
PGC1a acetyl inh	6	-9	-13	-28	5	.	-6	16	.	1
CFTR F508del cor	-0.5	.	-4.4	.	.	-2.3	-4.9	.	-3.1	.
INS-1E GSIS act	12	.	17	-22	6	4	.	-1	-16	.

11: O=C(NC1CCCN(c2ccc(C(F)(F)F)cn2)C1)c1ccnc(Cl)c1 (stereo not drawn)
12: CCCOC1CCCN(Cc2nc(-c3cnccn3)no2)C1 (stereo not drawn)
13: CSc1ncccc1C(=O)OCC(=O)NCc1cccs1
14: CCN(C(=O)COC(=O)CNC(=O)C12CC3CC(CC(C3)C1)C2)C1CCS(=O)(=O)C1 (stereo not drawn)
15: CCCNC(=O)N1CCC(c2ccc3c(c2)OCO3)CC1
16: C/C=C/c1cnc2c(c1)C(=O)N([C@H](C)CO)C[C@@H](C)[C@H](CN(C)S(=O)(=O)c1ccccc1F)O2
17: O=C(C[C@@H]1C[C@H]2c3cc(NC(=O)C4CCOCC4)ccc3O[C@H]2[C@@H](CO)O1)NCc1ccccc1F
18: CCNC(=O)C1CCCN(C(=O)c2cccs2)CC1 (stereo not drawn)
19: CCCC(=O)Nc1c2c(nn1-c1ccc(OC)cc1)CS(=O)C2 (stereo not drawn)
20: COc1cccc(NC(=O)COC(=O)c2ccc3c(c2)OCO3)c1

compound no.	11	12	13	14	15	16	17	18	19	20
Cneo AK release	1	1	-1	1	1	2	-6	1	1	0
C2C12 statin	-15	3	-3	.	8	-18	-2	11	-7	2
FN deposition inh	-8	6	.	5	-5	.	3	8	.	4
miR122 inh	0	-1	-4	-3	-3	-8[16.7 µM]	-6[16.7 µM]	-5	1	9
PglD DTNB	-4	2	1	6	2	2	1	1	1	0
PGC1a acetyl inh	.	.	-4	-11	14	-9	2	-1	-9	.
CFTR F508del cor	2.8	-4.4	-2.1	2.3	-0.4	-0.8	-4.4	0.7	.	0.8
INS-1E GSIS act	-16	-16	5	-3	-2	11	1	-2	.	6

Fetched by compound from the entries so far, three records:
12: CCCOC1CCCN(Cc2nc(-c3cnccn3)no2)C1 (stereo not drawn)
15: CCCNC(=O)N1CCC(c2ccc3c(c2)OCO3)CC1
18: CCNC(=O)C1CCCN(C(=O)c2cccs2)CC1 (stereo not drawn)

compound no.	12	15	18
Cneo AK release	1	1	1
C2C12 statin	3	8	11
FN deposition inh	6	-5	8
miR122 inh	-1	-3	-5
PglD DTNB	2	2	1
PGC1a acetyl inh	.	14	-1
CFTR F508del cor	-4.4	-0.4	0.7
INS-1E GSIS act	-16	-2	-2

Next results follow.
21: COc1ccc(NC(=O)CCCCC(=O)Nc2ccc(OC)cc2OC)c(OC)c1
22: CSCCC(NC(=O)c1ccccc1)C(=O)NC1CC1 (stereo not drawn)
23: COc1ccc(NC2CCCN(C(=O)c3csc(C)n3)C2)cc1 (stereo not drawn)
24: Cc1cccc(C)c1NC(=O)CNC(=O)c1cnccn1
25: O=C(C[C@@H]1C[C@@H]2c3cc(NC(=O)Nc4ccccc4)ccc3O[C@@H]2[C@H](CO)O1)NCc1ccccn1
26: C[C@H](CO)N1C[C@H](C)[C@@H](CN(C)S(=O)(=O)c2cn(C)cn2)Oc2ccc(NC(=O)Cc3cn(C)c4ccccc34)cc2C1=O
27: Cc1ccccc1S(=O)(=O)N1CCCCN2[C@@H](CO)[C@@H](c3ccc(C#CCN(C)C)cc3)[C@@H]2C1
28: O=C(c1ccc(Sc2ccccc2)c([N+](=O)[O-])c1)N1CCOCC1
29: C=CCn1cnc2c(c1=O)c1nc3ccccc3nc1n2/N=C/c1cccc(OC)c1OC
30: NS(=O)(=O)c1ccc(CCNC(=O)c2cccc(OC(F)F)c2)cc1

compound no.	21	22	23	24	25	26	27	28	29	30
Cneo AK release	-3	1	3	-4	-3	2	3	0	14	-2
C2C12 statin	3	6	2	1	3	-13	-79	3	4	-1
FN deposition inh	-1	3	4	-5	-13	.	11	8	.	-17
miR122 inh	5	3	.	-2	5[16.7 µM]	-2[16.7 µM]	3[16.7 µM]	-1	-2	-1
PglD DTNB	-12	-2	-4	-4	3	8	-1	0	6	2
PGC1a acetyl inh	1	.	.	1	4	2	-16	3	-16	3
CFTR F508del cor	0.3	.	-0.5	2.2	0.0	-2.6	-1.3	0.4	-4.5	0.5
INS-1E GSIS act	.	.	4	.	7	8	5	27	18	6

31: COc1cccc(-c2cnc3c(NC=O)cc(-c4ccc(S(C)(=O)=O)cc4)cn23)c1
32: O=C(Cc1ccccc1)NNC(=O)c1ccc(NC(=O)c2ccccc2)cc1
33: CCC(=O)N(C)C[C@@H]1Oc2cc(C#Cc3ccncc3)ccc2S(=O)(=O)N([C@@H](C)CO)C[C@H]1C
34: CCC(=O)N(C)C[C@H]1Oc2cc(-c3ccccc3F)ccc2S(=O)(=O)N([C@H](C)CO)C[C@H]1C
35: CCOC(=O)C1=C(N)OC2=C(C(=O)CC(C)(C)C2)C1C1CCCCC1 (stereo not drawn)
36: COc1ccccc1N1CCN(C2CCCN(Cc3ccc(Cl)cc3)C2)CC1 (stereo not drawn)
37: C(=N\Nc1nc2ccccc2s1)/c1cccs1
38: Cc1ccc(C)c(/C=N/Nc2nc3ccccc3c(=O)n2O)c1
39: CCCNC(=O)C1(C)CCN(Cc2cccc(OC(=O)c3ccccc3)c2)C1 (stereo not drawn)
40: C[C@@H]1CCCCO[C@@H](CN(C)S(C)(=O)=O)[C@@H](C)CN([C@@H](C)CO)C(=O)c2cc(NC(=O)Cc3ccccc3)ccc2O1

compound no.	31	32	33	34	35	36	37	38	39	40
Cneo AK release	1	1	-1	0&7&-4	0	3	3	1	0	.
C2C12 statin	-19	3	11	-3&-6&-15	2	9	47	.	-7	-21
FN deposition inh	-8	-2	.	7	.	-4	.	2	2	.
miR122 inh	-6	0	0[16.7 µM]	-7	-8	2	10	1	0	7[16.7 µM]
PglD DTNB	-12	2	3	-2&1&-1	2	6	2	6	0	.
PGC1a acetyl inh	-4	4	13	-1&-12&0	-9	0	8	3	2	-2
CFTR F508del cor	1.6	-0.6	-3.4	0.3&-1.1&-0.7	.	0.3	.	1.5	-2.6	-1.7
INS-1E GSIS act	8	3	-6	-2&6	-19	-15	.	.	-4	-10

41: COc1ccc(CC(=O)NCc2cccc(CNC(=O)Cc3ccc(OC)c(OC)c3)c2)cc1OC
42: O=C(NCc1ccco1)C(c1ccncc1)N(C(=O)Cn1nnc2ccccc21)c1ccccc1F (stereo not drawn)
43: O=C(CSc1ncn[nH]1)N1N=C2/C(=C/c3ccco3)CCCC2C1c1ccco1 (stereo not drawn)
44: Cc1nc2ccc(C(=O)NCCc3c[nH]c4ccccc34)cn2c1N(C)C(=O)CCc1ccccc1
45: COc1ccc(C#Cc2ccc3c(c2)[C@H]2[C@H](CCN2C(C)=O)[C@H](CO)N3)cc1
46: CC(C)CC#Cc1cnc2c(c1)C(=O)N([C@@H](C)CO)C[C@H](C)[C@@H](CN(C)C(=O)C1CCOCC1)O2
47: COc1cccc(N2CC(C(=O)Nc3nnc(SCC(=O)NCc4ccco4)s3)CC2=O)c1 (stereo not drawn)
48: CN(Cc1ccccc1)C(=O)c1cccc(NC(=O)Cc2cccc(NC(=O)C3CCN(C(=O)C4CC4)CC3)c2)c1
49: C[C@H](CO)N1C[C@H](C)[C@@H](CN(C)Cc2cncnc2)Oc2ncc(C#CC3(O)CCCC3)cc2C1=O
50: CCOC1=C2[C@H](c3ccc(CC)cc3)N(S(=O)(=O)c3ccc(C)cc3)C[C@H]2C(C#N)(C#N)C(C#N)(C#N)C1

compound no.	41	42	43	44	45	46	47	48	49	50
Cneo AK release	3	1	3	0	-9	3	4	0	-2	-6
C2C12 statin	13	-10	.	-2	25	-5	-7	3	.	14
FN deposition inh	8	-10	-4	-2	-18	.	6	3	-5	.
miR122 inh	.	.	5	-2	2[16.7 µM]	-7[16.7 µM]	.	.	0[16.7 µM]	3
PglD DTNB	-2	-1	-1	1	-5	2	1	0	1	1
PGC1a acetyl inh	.	.	.	-4	-2	2	.	.	6	-13
CFTR F508del cor	-0.2	1.1	.	1.0	0.4	-2.1	-2.7	1.1	-2.3	-2.0
INS-1E GSIS act	17	-2	.	.	-2	8	-1	0	8	-12

51: NC(=O)c1cccc(-c2ccnc3c2CC(C(=O)Nc2cccc(Oc4ccccc4)c2)O3)c1 (stereo not drawn)
52: CCOC(=O)C1CCN(c2ncnc3c2nnn3Cc2ccccc2Cl)CC1
53: Cc1c(C=O)c2cc(OCc3ccccc3)ccc2n1C
54: FC(F)(F)c1cccc(NC(=S)NCCN2CCOCC2)c1
55: CC1Sc2ccc(S(=O)(=O)N3CCC(C(=O)Nc4ccc(Cl)cc4)CC3)cc2NC1=O (stereo not drawn)
56: O=C(NC[C@@H]1[C@H](c2ccccc2)[C@@H](CO)N1CC1CCCC1)c1cccnc1
57: COc1ccccc1CNCc1cc(Br)ccc1OC

compound no.	51	52	53	54	55	56	57
Cneo AK release	-2	-1	0	0	1	0	.
C2C12 statin	-24	4	-9	-1	?	3	-13
FN deposition inh	.	2	7	4	-18	.	-4
miR122 inh	2	-6	-3	-3	-3	0[16.7 µM]	.
PglD DTNB	-2	0	7	4	0	0	.
PGC1a acetyl inh	-19	0	-14	-4	.	5	-7
CFTR F508del cor	.	1.7	-3.9	.	-1.2	-0.6	-0.8
INS-1E GSIS act	.	-6	-9	-1	-50	0	10
